Screens: PubChem BioAssay, several laboratories
PHOSPHO1 inh: inhibitors of human PHOSPHO1 phosphatase; recombinant PHOSPHO1, absorbance phosphatase assay; 290,000 compounds, 1.1% hits; Q8TCT1; inhibition, % at 13.3 µM; AID 1565; in the data active = inhibition above about 60%
NALP1 yeast inh: NALP1 inhibition; S. cerevisiae NALP1/ASC/caspase-1 growth, X-gal OD620, 72 h; 280,000 compounds, 0.61% hits; AID 2071; inhibition, % at 10 µM; in the data active = inhibition mostly above about 24%, no sharp cut-off; inactive = mostly below about 32%; note: some compounds called inactive have numbers as strong as hits
IMP-1 inh: inhibitors of Pseudomonas aeruginosa IMP-1 metallo-beta-lactamase; AID 1556; 290,000 compounds, 0.45% hits; inhibition, % at 5.6 µM; purified IMP-1, nitrocefin hydrolysis, epi-absorbance fluorescence;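 active = inhibition above the mean plus 3 SD of all compounds in the same screening run, cut at about 4.5% in these data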;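 note: 0% = IMP-1 with DMSO and 100% = DMSO wells lacking enzyme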
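System: purified recombinant IMP-1 beta-lactamase. Medium: Zinc- and detergent-supplemented HEPES buffer, pH 7.1. Compound: one 5.6 µM dose […]. Schedule: 15 min preincubation plus 25 min reaction at 25 °C. Technique: Epi-absorbance fluorescence, 480 nm excitation, 530 nm emission.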
GPR7 antagonist: blocks human GPR7 receptor signaling; P48145; GPR7-expressing cells, fluorescence antagonist assay; inhibition, % at 4.4 µM; 290,000 compounds, 1.1% hits; AID 1861; in the data active = inhibition above about 16%, passing the limit was not always enough;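 note: cells stimulated with the agonist NPW; 0% = agonist with vehicle and 100% = vehicle without agonist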
pCIP destab: p/CIP protein destabilization. Q05BA5. F442A p/CIP-EGFP cells, EGFP fluorescence, 16 h. decrease of EGFP signal, % at 10 µM. 290,000 compounds, 0.01% hits. AID 1984;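 active = EGFP signal decrease of at least 30% at 10 µM or well 3 SD below plate mean, unless failing retest; inactive = the rest, including hits failing retest or dose response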; note: some compounds called inactive have numbers as strong as hits; many of its hits are not listed in these tables
Target sequence (Q05BA5 1-1403): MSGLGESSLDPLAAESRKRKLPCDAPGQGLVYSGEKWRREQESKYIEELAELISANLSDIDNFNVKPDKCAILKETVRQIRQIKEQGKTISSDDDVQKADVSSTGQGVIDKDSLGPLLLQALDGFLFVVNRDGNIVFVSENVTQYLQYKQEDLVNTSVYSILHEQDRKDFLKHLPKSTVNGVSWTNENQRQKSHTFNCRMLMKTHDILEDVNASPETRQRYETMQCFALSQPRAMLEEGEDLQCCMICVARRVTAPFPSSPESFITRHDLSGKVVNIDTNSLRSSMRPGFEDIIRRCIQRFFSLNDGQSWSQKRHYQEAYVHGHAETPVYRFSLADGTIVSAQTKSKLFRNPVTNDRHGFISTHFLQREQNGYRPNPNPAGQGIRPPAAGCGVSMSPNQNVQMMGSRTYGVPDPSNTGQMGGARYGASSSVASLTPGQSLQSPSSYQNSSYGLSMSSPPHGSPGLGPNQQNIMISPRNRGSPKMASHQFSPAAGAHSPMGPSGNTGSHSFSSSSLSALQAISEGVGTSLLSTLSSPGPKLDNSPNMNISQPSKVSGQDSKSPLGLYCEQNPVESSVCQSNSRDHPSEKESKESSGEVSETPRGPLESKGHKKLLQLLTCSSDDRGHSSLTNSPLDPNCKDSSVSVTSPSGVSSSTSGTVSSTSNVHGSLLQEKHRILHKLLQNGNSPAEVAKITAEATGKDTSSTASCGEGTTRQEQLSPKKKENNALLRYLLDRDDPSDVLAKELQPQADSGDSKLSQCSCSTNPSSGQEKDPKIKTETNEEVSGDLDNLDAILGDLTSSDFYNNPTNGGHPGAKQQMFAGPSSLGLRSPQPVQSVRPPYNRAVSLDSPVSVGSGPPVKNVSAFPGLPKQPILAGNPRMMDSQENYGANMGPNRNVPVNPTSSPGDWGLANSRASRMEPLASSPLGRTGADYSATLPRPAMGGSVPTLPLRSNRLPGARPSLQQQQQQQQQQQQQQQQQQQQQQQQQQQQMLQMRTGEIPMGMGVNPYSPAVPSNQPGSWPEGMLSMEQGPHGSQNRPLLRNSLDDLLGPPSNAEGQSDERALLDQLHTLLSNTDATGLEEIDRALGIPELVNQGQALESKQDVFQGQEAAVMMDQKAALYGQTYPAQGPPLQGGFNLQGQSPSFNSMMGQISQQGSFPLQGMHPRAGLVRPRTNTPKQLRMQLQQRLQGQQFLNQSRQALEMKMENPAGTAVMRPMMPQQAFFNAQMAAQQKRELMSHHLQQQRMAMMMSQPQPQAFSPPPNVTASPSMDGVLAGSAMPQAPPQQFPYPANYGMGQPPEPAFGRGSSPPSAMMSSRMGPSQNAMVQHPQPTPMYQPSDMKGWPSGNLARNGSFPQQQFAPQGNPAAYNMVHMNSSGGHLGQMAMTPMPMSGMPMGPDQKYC
IDE inh: inhibitors of human insulin-degrading enzyme in cells. P14735. HEK cells, FAbetaB cleavage, fluorescence polarization. inhibition, % at 5.59 µM. 320,000 compounds, 0.41% hits. AID 434962;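 active = percent inhibition above the average of all tested compounds plus 3 SD, set per screening campaign, cut at about 16% in these data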;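 note: IDE supplied by intact live HEK cells; FP after avidin binding of uncleaved biotin substrate so inhibition keeps polarization high; 0% = DMSO wells and 100% = 60 µM reference IDE inhibitor Ii1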
VIM-2 inhibitor: inhibitors of Pseudomonas aeruginosa VIM-2 metallo-beta-lactamase. purified VIM-2, nitrocefin hydrolysis, epi-absorbance fluorescence. inhibition, % at 5.6 µM. 290,000 compounds, 0.89% hits. AID 1527;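 active = inhibition above the mean of all tested compounds plus 3 SD, cutoff set per screening run, cut at about 7.5% in these data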;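 note: red hydrolysis product quenches plate fluorescence so inhibitors raise well fluorescence; 0% = enzyme with DMSO and 100% = DMSO without enzyme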
PfM18AAP inh: PfM18AAP enzyme inhibition | recombinant PfM18AAP, H-Glu-NHMec fluorogenic cleavage | inhibition, % at 7.35 µM | 290,000 compounds, 1.2% hits | AID 1822;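 active = inhibition above the campaign mean inhibition over all tested compounds plus 3 SD, cut at about 28% in these data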;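 note: 0% = plate median of test compound wells and 100% = 2 mM ZnCl2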
IDE act: boosts human insulin-degrading enzyme activity in HEK cells; activation, % at 5.96 µM; AID 493087; 340,000 compounds, 0.073% hits; FAbeta-B cleavage, fluorescence polarization; 0% vehicle, 100% cell-free pure enzyme wells; P14735;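 active = activation above the mean of all tested compounds plus 3 SD, set per screening campaign, cut at about 17% in these data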
* hit, by the source's call; nt = no result given.

SMILES	PHOSPHO1 inh	NALP1 yeast inh	IMP-1 inh	GPR7 antagonist	pCIP destab	IDE inh	VIM-2 inhibitor	PfM18AAP inh	IDE act
CC(=O)Nc1ccc(NC(=O)c2ccc(-c3ccc([N+](=O)[O-])cc3)o2)cc1	43	-12	-0.7	-8	1	-2	0.7	12	4
O=C(Cn1cncn1)N/N=C/c1ccc(Cl)cc1	0	29	-2.5	-11	16	0	-2.2	-5	2
CC1CCCN(c2nc(-c3cccnc3)nc3scc(-c4ccccc4)c23)C1 (stereo not drawn)	-28	22	-2.2	3	-4	3	-1.7	-3	2
Cc1[nH]nc2c1C(CC(C)C)C(C#N)=C(N)O2 (stereo not drawn)	28	21	0.2	16	-51	2	-0.8	5	nt
COc1ccc(N2C(N)=NC(N)=NC2(C)C)cc1	37	5	-1.0	-3	-5	4	-2.0	-9	-3
COc1ccc(-c2csc(Nc3ccccc3)n2)cc1	47	-1	-3.0	-20	-10	1	-1.3	10	-2
C=CCOc1ccc(C(c2c(C(=O)O)[nH]c3ccccc23)c2c(C(=O)O)[nH]c3ccccc23)cc1	9	-4	-6.2	19	-4	7	-2.6	2	1
Cc1ccc(CNC(=O)c2ccccc2NS(C)(=O)=O)cc1	34	nt	-4.0	-12	-4	-2	-2.2	0	2
COc1cc(C(=O)NCC(=O)N/N=C/c2cccnc2)cc(OC)c1OC	32	-7	-2.8	-10	2	-6	0.2	-5	3
CCOC(=O)C1C(=O)N(C(=O)c2ccc(OC)cc2)CC1c1ccccc1 (stereo not drawn)	42	-1	-1.7	-11	-4	-4	-0.2	-3	10
CC(C)(C)NC(=O)CSc1nnc(-c2ccccn2)n1Cc1ccccc1	5	nt	-2.2	8	-6	-6	-2.2	-10	10
COc1cc(/C=N\NC(=O)CC(=O)NCCc2ccccc2)ccc1O	24	-20	-2.3	-14	-8	9	-4.7	1	-2
CC(=O)Nc1sc2c(c1C(c1cccs1)N1CCOCC1)CCCC2 (stereo not drawn)	18	-6	-2.0	-11	-2	7	0.2	-2	0
CCOc1cc(N2CCOCC2)c(OCC)cc1NC(=O)COc1ncnc2ccccc12	-5	-2	-4.4	-5	-8	-11	-2.7	6	4
Nc1c(C(=O)Nc2ccc(Cl)cc2)oc2ccccc12	22	1	-2.9	-13	-9	3	-2.2	-2	7
Cc1ccc(OCC(=O)Nc2ccc3oc(=O)ccc3c2)cc1C	20	21	-0.5	12	-8	-1	0.1	-7	-2
c1csc(-c2ncc3ccccn23)c1	4	44	-2.3	-10	0	2	-2.4	0	2
CN(C)CCC1c2ccc(Cl)cc2CCc2cccnc21 (stereo not drawn) (tested in a mixture with another compound)	33	40*	-0.7	14	-2	-2	0.1	3	3
O=C(CN1CCCN(S(=O)(=O)c2ccc(F)cc2)CC1)Nc1cccc(F)c1	12	15	-2.8	11	-3	1	-3.1	7	-2
Cc1ccc(NC(=O)CCNC(=O)c2ccc(Cl)cc2)nc1	29	22	3.0	6	3	-5	2.2	-3	5
CC1CCCN(C2=NC(=O)/C(=C/c3cn(-c4ccccc4)nc3-c3cccc(S(=O)(=O)N(C)C)c3)S2)C1 (stereo not drawn)	-7	5	-0.4	0	-6	2	-0.9	6	9
O=C(O)CCCCCCCCc1cn(CC2CCCCC2)nn1	10	23	-3.2	5	2	2	-1.6	-12	2
COc1ccccc1CNC(=O)CCNS(=O)(=O)c1ccc2c(c1)CC(C)N2C(C)=O (stereo not drawn)	34	-22	-3.3	-10	-1	2	1.2	1	-5
CN(C)S(=O)(=O)c1cccc(C(=O)Nc2ccccc2Cl)c1	7	10	-1.6	5	3	4	-2.0	5	-1
CC(C)N1CC(C(=O)Nc2cc(Cl)cc(Cl)c2)CC1=O (stereo not drawn)	34	3	-1.6	21	-2	-3	1.7	-9	-2
Cc1nnc(SCc2ccccc2Cl)n(N)c1=O	31	18	-2.4	-8	7	0	-1.8	9	-2
COc1ccccc1C(=O)Nc1ccc2nc3n(c(=O)c2c1)CCCC3	28	12	-0.8	-14	-11	2	0.8	-2	-2
O=C(c1ccc(NS(=O)(=O)c2ccc(F)cc2)cc1)N1CCN(c2ccccc2O)CC1	23	1	-1.5	-7	-10	-1	-0.3	24	-3
O=C(CN1C(=O)CSc2ncccc21)Nc1cccc(Cl)c1	7	9	-1.0	2	-5	-2	-1.9	1	3
Cc1ccc(C(=O)OCC(=O)Nc2ccccc2C(F)(F)F)cc1S(=O)(=O)N1CCOCC1	-62	2	-3.2	0	-9	4	-2.5	-6	3

Complete entries from above. Screens in order: PHOSPHO1 inh	NALP1 yeast inh	IMP-1 inh	GPR7 antagonist	pCIP destab	IDE inh	VIM-2 inhibitor	PfM18AAP inh	IDE act
`COc1ccc(-c2csc(Nc3ccccc3)n2)cc1` reads 47	-1	-3.0	-20	-10	1	-1.3	10	-2
`C=CCOc1ccc(C(c2c(C(=O)O)[nH]c3ccccc23)c2c(C(=O)O)[nH]c3ccccc23)cc1` reads 9	-4	-6.2	19	-4	7	-2.6	2	1
`Cc1ccc(CNC(=O)c2ccccc2NS(C)(=O)=O)cc1` reads 34	nt	-4.0	-12	-4	-2	-2.2	0	2

(next part)
SMILES	PHOSPHO1 inh	NALP1 yeast inh	IMP-1 inh	GPR7 antagonist	pCIP destab	IDE inh	VIM-2 inhibitor	PfM18AAP inh	IDE act
NC(N)=N/N=C/c1ccccc1	13	18	0.3	-8	-8	-2	-1.4	6	5
Cn1c(=O)[nH]c(=O)c2c1nc(N1CCCCCC1)n2CCCSc1nnnn1-c1ccccc1	4	24	-2.8	-1	-9	8	-4.3	5	nt
C#CCOc1ccccc1C(N)=O	12	-6	-1.4	-15	9	3	0.0	4	nt
C/C(=N\NC(=O)COc1cc(C)cc(C)c1)c1ccc(N2CCOCC2)cc1	-4	15	-2.0	-6	-4	2	-2.7	1	3
COC(=O)c1cc(CN2CCN(c3ccccc3)CC2)ccc1O	39	4	-5.0	-11	4	0	-1.1	3	0
Cc1c(Br)cccc1NC(=O)c1sccc1-n1cccc1	-3	44*	-1.7	-2	-6	nt	-2.9	2	-3
CCOc1cccc2cc(-c3csc(NC(=O)CCC(=O)N4CCC(C)CC4)n3)c(=O)oc12	-14	8	-5.3	9	-3	-2	-2.5	-17	1
CC(NC(=O)c1cccs1)C(=O)NC1=NCCS1 (stereo not drawn)	14	29	0.1	-4	-4	-3	-0.4	-10	4
CC(Oc1ccc2c3c(c(=O)oc2c1)CCCC3)C(=O)NC1CC(C)(C)NC(C)(C)C1 (stereo not drawn)	47	14	-2.2	-2	3	-3	15*	-4	3
COCCNC(=O)CN(C(=O)CCC(=O)Nc1nccs1)c1ccccc1OC	-15	-6	0.9	-5	-2	-1	2.0	-5	3
CCN(CC)CCN(C)Cc1nc(C(c2ccccc2)c2ccccc2)no1	18	24	0.4	-4	1	3	0.6	-14	5
c1ccc(CCNc2nnnn2-c2ccccc2)cc1	4	15	2.2	14	-19	4	-1.1	4	-3
Cc1noc(C)c1CSc1nnc2ccccn12	42	2	-2.2	-6	-6	0	0.1	0	-2
CC(C)(C)c1ccc(C(=O)N2CCN(CCNC(=O)C(=O)Nc3ccc(F)cc3)CC2)cc1	33	10	-2.2	-10	-22	-2	-1.5	11	1
CN1c2ccccc2-c2nc3ccccc3n2C1c1ccccn1 (stereo not drawn)	30	3	-1.4	-6	-15	1	-2.8	6	-8
O=C(CCc1ccc(S(=O)(=O)N2CCOCC2)cc1)Nc1nccs1	3	6	-2.3	-5	-15	-3	-2.0	-1	5
O=C(COC(=O)c1c(Cl)cccc1Cl)Nc1cc(Cl)ccc1Oc1ccccc1	4	18	-0.4	3	-5	1	-0.5	-1	5
CC(=O)N1CCN(c2ccc(NC(=O)c3ccc4c(c3)OCCO4)cc2Cl)CC1	37	1	-1.9	6	-2	1	-3.4	-4	-1
Cc1ccc(CNC(=O)Cc2noc3ccccc23)cc1	7	0	-3.1	-11	-4	3	-1.1	-2	2
C=CCN(Cc1cccc(OC)c1OC)S(=O)(=O)N(C)C	24	17	-2.7	-4	-18	-5	-0.3	-6	1
NS(=O)(=O)c1ccc(CNC(=O)/C=C/c2ccco2)cc1	32	nt	-1.5	-10	-7	4	-1.9	-17	-3
Cc1cccc(C)c1N(Cc1ccccc1F)S(C)(=O)=O	20	6	-1.9	-4	-10	-5	-2.2	-5	nt
CC(C)Oc1ccc(C(CC(=O)O)n2cnnn2)cc1 (stereo not drawn)	-27	7	-0.4	-7	0	-1	1.4	-8	nt
COCCNC(=S)N(Cc1cc2cc(C)ccc2n2nnnc12)C1CCCC1	-12	-5	1.2	20	-1	8	1.2	-3	-3
CCCCN(C)C(=O)Cn1c(=O)oc2cc(S(=O)(=O)N3CC(C)CC(C)C3)ccc21 (stereo not drawn)	24	-28	-3.4	-8	-12	-3	-2.3	-4	1
Cc1ccc(Cl)cc1N1CCN(C2CCCCC2NS(=O)(=O)c2ccccc2)CC1 (stereo not drawn)	-18	32	-1.0	-8	-11	8	0.0	-19	4
CN1C(=O)CC(c2cn(Cc3ccccc3)c3ccccc23)C1=O (stereo not drawn)	-1	nt	-0.7	-2	0	2	-2.3	0	5
Cc1cccc(NS(=O)(=O)c2csc(C(N)=O)c2)c1	24	20	1.0	0	-6	-7	-1.8	-11	-1
COCCn1c(-c2ccc(Cl)cc2)nc2c(c(=O)c3ccccc3n2C)c1=O	-9	29	-2.5	-14	1	3	0.7	0	nt
Cc1ccc(NC(=O)CS(=O)CC(=O)NCC2CCCO2)cc1 (stereo not drawn)	-7	29	-2.2	-9	-8	-4	-0.7	-13	-3

In the list so far, two have a tert-butyl group:
SMILES	PHOSPHO1 inh	NALP1 yeast inh	IMP-1 inh	GPR7 antagonist	pCIP destab	IDE inh	VIM-2 inhibitor	PfM18AAP inh	IDE act
CC(C)(C)NC(=O)CSc1nnc(-c2ccccn2)n1Cc1ccccc1	5	nt	-2.2	8	-6	-6	-2.2	-10	10
CC(C)(C)c1ccc(C(=O)N2CCN(CCNC(=O)C(=O)Nc3ccc(F)cc3)CC2)cc1	33	10	-2.2	-10	-22	-2	-1.5	11	1

Next section.
SMILES	PHOSPHO1 inh	NALP1 yeast inh	IMP-1 inh	GPR7 antagonist	pCIP destab	IDE inh	VIM-2 inhibitor	PfM18AAP inh	IDE act
Cn1ncc(N=Cc2ccccc2)c1C(N)=O	-51	8	-0.2	-5	2	-2	-1.6	4	4
COc1ccccc1-c1noc(-c2ccccc2C(=O)NCC2CCCO2)n1 (stereo not drawn)	26	7	-2.2	2	-3	0	-0.6	0	-1
CC(C)N1CC(C(=O)Nc2nc3ccccc3s2)CC1=O (stereo not drawn)	-10	31	-5.2	2	1	1	-2.3	12	3
COc1cccc(-n2c(SCC(=O)NCc3cccs3)nc3ccccc3c2=O)c1	-4	12	-4.3	-2	8	3	-1.6	0	0
CC(=O)N1CCC2(CC1)C/C(=N\NC(=S)Nc1ccc(C)cc1)c1cc(O)ccc1O2	5	-10	-4.4	-1	-14	4	-3.1	5	1
COc1ccc(-n2c(=O)c3c4c(sc3n3cnnc23)CC(C)CC4)cc1 (stereo not drawn)	nt	nt	-3.1	-12	nt	4	-1.7	-15	5
CN(CCc1ccccn1)C(=S)Nc1cccc(S(=O)(=O)N(C)C)c1	23	-15	-2.6	-7	7	2	-2.5	-6	0
COc1ccc(NC(=O)c2ccc(-n3cccn3)nc2)c(OC)c1	30	-11	-2.0	5	9	-1	-4.0	10	4
C/C(=N\NC(=S)NC1CCCCC1)c1ccc(OC(F)F)cc1OC(F)F	-8	10	-3.2	-9	-7	5	-6.0	-4	4

Not a hit list; about 5.3% have a hit in one of these screens.
